HTR2A ag = activates the mouse 5-HT2A serotonin receptor. P35363. CHO-K1 mHTR2A beta-arrestin complementation, luminescence; percent of 30 µM serotonin response. activation, % at 7.6 µM. hit rate 0.66% among 360,000;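 active means activation above a run cutoff, the mean activation of all tested compounds plus 3 SD, cut at about 14% in these data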;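 further: 0% = plate median of compound wells and 100% = 30 µM serotonin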
Target sequence (P35363 whole entry, looked up): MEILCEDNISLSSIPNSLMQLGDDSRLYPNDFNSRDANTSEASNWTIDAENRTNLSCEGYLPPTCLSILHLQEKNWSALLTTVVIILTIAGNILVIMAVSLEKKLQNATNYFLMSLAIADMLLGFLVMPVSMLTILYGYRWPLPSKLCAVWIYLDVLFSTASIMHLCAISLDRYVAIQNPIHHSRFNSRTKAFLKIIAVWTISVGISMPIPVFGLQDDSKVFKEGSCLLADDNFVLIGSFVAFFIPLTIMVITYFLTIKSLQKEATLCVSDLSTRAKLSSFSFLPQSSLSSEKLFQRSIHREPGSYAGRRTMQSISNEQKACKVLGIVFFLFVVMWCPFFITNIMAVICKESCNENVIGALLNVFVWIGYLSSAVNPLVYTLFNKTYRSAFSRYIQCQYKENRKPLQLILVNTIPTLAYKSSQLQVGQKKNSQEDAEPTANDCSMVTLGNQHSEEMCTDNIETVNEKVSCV
aDG glyco up = increases alpha dystroglycan glycosylation. Pro5-aDG cells, alpha-DG glycosylation AlphaScreen (IIH6); 0% Pro5, 100% B10-LARGE cell signal. AID 624168. activation, % at 10 µM. hit rate 0.22% among 360,000;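 active means activation of at least 8% versus controls, or a plate z-score of at least 8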;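 further: Pro5 are CHO cells carrying HIG-tagged alpha-DG that lacks glycosylation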
hiPSC survival = enhancers of human iPSC single-cell survival | hit rate 0.044% among 360,000 | survival enhancement, % at 20 µM | hiPSC single-cell survival, ATPlite luminescence; 100% = ROCK inhibitor wells, 0% = DMSO; in the data active means survival enhancement above about 18%;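 further: cells exposed to compounds for 16 hours before the ATP read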
Cardio protect = myocardial damage modulation in H9c2 cells; H9c2 cardiomyocytes, H2O2 injury protection, ATPLite, 2 h; AID 588492; protection from H2O2 cell death, % at 20 µM; hit rate 0.63% among 360,000;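 active means compounds giving at least 50% protection of heart cells from peroxide-induced death in the single-dose screen, raw or plate-pattern-corrected value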;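 further: 0% = DMSO wells with peroxide and 100% = DMSO wells without peroxide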
Vif imaging = blocks HIV Vif function | AID 602346 | HEK293T cells, Vif self-association by quenched fluorescence, imaging, 24 h | hit rate 0.35% among 340,000 | inhibition, % at 7.49 µM; in the data active means inhibition above about 50%, passing the limit was not always enough; further: some results filed as inactive read as strong as hits
Granule exo inh = blocks lytic granule exocytosis; inhibition, % at 10 µM; TALL-104 LAMP-1 surface exposure, flow cytometry; cells stimulated with thapsigargin and PMA; hit rate 0.66% among 360,000; AID 651702;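 active means inhibition above about 55%, limit read from the data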
CaV13 FRET inh = Disruptors of the CACNA1D IQ motif to Ca2+-dependent inactivation inhibitor domain association, primary screening, Förster resonance energy transfer in intact living …; HEK cells, CFP/YFP FRET ICDI-IQ, plate reader, 10 min; percent FRET-ratio fall versus neutral wells; inhibition, % at 12.3 µM; hit rate 0.098% among 340,000; AID 743397;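 active means mean replicate inhibition of at least 30% and at least 1% of replicates passing that level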;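 further: 0% = median of the neutral control wells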
PDI turbidity = blocks human protein disulfide isomerase activity; hit rate 0.052% among 350,000; PDI insulin aggregation turbidity, A650, 90 min; inhibition, % at 10 µM;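 active means mean inhibition across replicates of 30% or more, whatever share of single replicates reach that level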;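 further: absorbance from insulin aggregation driven by PDI reduction with DTT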
Target sequence (P07237 whole entry, looked up): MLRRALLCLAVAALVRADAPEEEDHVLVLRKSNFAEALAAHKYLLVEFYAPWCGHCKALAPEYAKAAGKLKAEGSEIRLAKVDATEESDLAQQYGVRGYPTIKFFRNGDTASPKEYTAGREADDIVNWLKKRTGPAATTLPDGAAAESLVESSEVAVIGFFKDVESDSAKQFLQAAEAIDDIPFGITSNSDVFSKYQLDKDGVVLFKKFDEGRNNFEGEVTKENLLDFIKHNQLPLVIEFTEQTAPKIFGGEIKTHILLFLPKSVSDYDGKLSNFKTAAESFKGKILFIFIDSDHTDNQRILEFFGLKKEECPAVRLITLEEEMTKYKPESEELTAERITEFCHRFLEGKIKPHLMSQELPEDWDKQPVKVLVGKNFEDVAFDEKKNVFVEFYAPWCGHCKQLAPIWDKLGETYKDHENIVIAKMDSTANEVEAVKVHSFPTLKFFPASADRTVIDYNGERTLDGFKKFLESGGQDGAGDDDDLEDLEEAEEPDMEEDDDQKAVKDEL
Glyco luc inh = blocks N-linked glycosylation in D54 reporter cells | D54 ERlucT glycosylation luciferase reporter, 24 h; percent of 100 nM tunicamycin response | reporter increase, % at 12.5 µM | hit rate 0.23% among 360,000;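 active means mean luciferase reporter signal, scaled so untreated is 0 and the glycosylation-blocking control 100, at or above a set limit in every replicate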;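 further: luciferase carries N-glycosylation sites so blocking glycosylation raises the light; 0% = median of neutral control wells and 100% = median of 100 nM tunicamycin wells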
ABCB6 inh MLPCN = human ABCB6 transporter inhibition; Q9NP58; hit rate 0.19% among 360,000; AID 602162; fluorescence ratio to DMSO, % at 10 µM; K562-ABCB6 porphyrin accumulation, flow cytometry, 1 h; hits give low values;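 active means fluorescence ratio to DMSO below 75%, the collection mean minus 3 SD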;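 further: signal is porphyrin accumulated inside mitochondria; 100% equals median channel fluorescence of DMSO control wells; lower ratio means ABCB6 inhibition with less porphyrin fluorescence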
* marks the source's active call; other numbers are inactive results; . = not tested or not shown; & = joins results of further samples; ! = not confirmed by another sample.

SMILES	HTR2A ag	aDG glyco up	hiPSC survival	Cardio protect	Vif imaging	Granule exo inh	CaV13 FRET inh	PDI turbidity	Glyco luc inh	ABCB6 inh MLPCN
C[C@@H]1CC[C@@]2(O[C@@H](CCO)C[C@@H](O)[C@@H]2O)O1	5	-0.1	-2.8	3	-6	-6	-9	-3	1	105
Cc1cc(OCC(=O)NC(C)C)cc(C)c1Cl	-2	0.5	5.0	-8	-7	1	-4	2	0	100
CC(=O)OC1OCCOC1NC(=S)NCc1ccco1 (stereo unspecified)	-4	1.8	-0.1	4	12	-4	-1	-2	1	98
CS(=O)(=O)N(CC(=O)Nc1ccccc1C(=O)NCCc1ccccc1)c1ccc2c(c1)OCCO2	-4	-0.2	-3.4	6	-7	-2	-7	4	0	104
CN(C)c1ccc(S(=O)(=O)NCC(=O)OCC(=O)Nc2cccc(Cl)c2)cc1[N+](=O)[O-]	-3	-0.2	-1.0	13	-11	7	-3	-4	0	100
CN(C)S(=O)(=O)Oc1ccsc1C(=O)Nc1ccc(C(F)(F)F)cc1	-2	0.3	0.1	-4	3	6	-1	-2	-4	95
Cc1ccc2c(c1)nnn2C1CCN(CC(=O)N(c2ccccc2)c2ccccc2)CC1	-5	0.2	-0.7	-5	1	9	-17	-7	-4	101
CCCCOC(=O)CSC1=C(C#N)C(c2cccnc2)C(C(=O)OCC)=C(c2ccccc2)N1 (stereo unspecified)	5	-0.2	-1.7	14	8	0	-7	14	-1	102
O=C(CN1CCN(C(c2ccccc2)c2ccccc2)CC1)N1CCN(c2ccccc2)CC1	2	0.0	-0.7	10	3	71*	-5	11	0	96
O=C1CCc2cc(S(=O)(=O)N3CCC(C(=O)NCCC4=CCCCC4)CC3)ccc2N1	-2	-0.2	5.1	6	19	5	-25	5	0	97
CCN(CC)c1ccc(NC(=S)Nc2ccc(F)cc2)cc1	-2	-0.2	-2.9	-12	-8	-1	1	-2	-2	112
COc1ccc(C(=O)NC(=S)N(Cc2ccccc2)Cc2ccccc2)cc1	-4	0.8	2.7	38	1	2	-7	-6	1	99
COc1ccc(-c2csc(NC(=O)c3ccccc3OC)c2C(=O)O)cc1OC	12	0.1	0.6	-3	-1	0	-6	3	1	101
c1ccc(Cn2nnc3c(Nc4ccc5c(c4)OCO5)nc(C4CC4)nc32)cc1	6	-0.3	2.0	-5	-11	1	-4	66*	-5	105
CC(=O)c1ccc(-n2c(-c3cc(-c4ccco4)[nH]n3)n[nH]c2=S)cc1	0	1.1	6.6	-1	-14	-4	.	4	1	97
COc1ccc(OCCCC(=O)OCC(=O)Nc2c(C)nn(-c3ccccc3)c2C)cc1	3	0.1	-0.4	-2	-3	0	-1	5	1	102
CCSc1ncc(Cl)c(C(=O)Nc2ccccc2C)n1	-1	0.1	-0.4	1	-6	-10	-18	1	0	96
CC(=O)NC1CCC(C(=O)O)(c2ccccc2)C1 (stereo unspecified)	-3	-0.1	-1.4	5	2	0	.	1	0	118
CCOC(=O)CCc1c(C)c2ccc(OC3CCCCC3=O)cc2oc1=O (stereo unspecified)	6	0.3	1.6	-6	.	-7	-20	1	1	94
CCOc1ccc(-n2c(Cc3ccccc3)nnc2SCc2c(C)noc2C)cc1	0	0.1	3.2	-7	-11	-2	-2	2	-2	90
Cc1ccc(NC(=O)n2ncc3c(C)cccc32)c(C)c1	1	-0.1	-0.1	-7	27	-12	-20	-1	1	79
O=C(Nc1nc(-c2ccccn2)cs1)C1CCCC1	2	0.5	0.9	9	3	-4	-11	7	3	100
CC1(C)Cc2ccccc2-c2nnc(SCC(=O)Nc3nc4ccccc4s3)n21	6	0.2	3.5	8	-14	1	-4	1	-4	96
COc1ccc(-c2ccc(C(=O)NCc3ccc(C(F)(F)F)cc3)c3occc23)c(C)c1	2	1.1	-1.3	-21	-19	2	-5	9	-8	76
CCOC(=O)c1c(NC(=O)CSc2nnc(CNc3ccc(F)cc3)o2)sc(C(C)=O)c1C	-4	0.0	-1.4	-1	3	-1	.	-3	1	90
Cc1ccc2nc(-c3ccc(NC(=O)COC(=O)c4ccc([N+](=O)[O-])o4)cc3)sc2c1	3	2.5	-2.9	-21	-5	10	-5	-13	-18	100
CCOc1ccc(-c2nnn(CC(=O)NCCc3c[nH]c4ccccc34)n2)cc1	-3	0.0	1.7	-10	-19	-1	-4	-3	1	94
COC(=O)c1cc(NC(=O)Nc2cccc(Cl)c2)ccc1Cl	0	2.4	0.3	-17	-10	4	-8	11	-7	94
O=C(COC(=O)c1ccc(Br)o1)NCC1CCCCC1	-1	0.2	3.2	0	6	-12	-11	2	1	102
O=C(NCCc1ccccc1)N1CCCC(CNS(=O)(=O)Cc2ccccc2)C1 (stereo unspecified)	-2	-0.2	1.6	3	-23	1	-7	0	-3	94
CC(=O)Nc1ccc(NC(=O)CCc2c(C)noc2C)cc1	-1	0.0	-0.4	3	-9	8	-6	-1	2	95
CN(C)CCCNC(=O)c1cc(C(=O)c2c(Cl)cccc2Cl)c[nH]1	-4	-0.1	-0.6	8	5	-6	-4	-3	-5	99
Cc1cc(NC(=O)CSCC(=O)OC(C)C(=O)c2cc(C)c(C)cc2C)no1 (stereo unspecified)	2	-0.1	0.0	1	3	2	-4	3	2	99
CC1(C(=O)Nc2ccc3c(c2)OCCO3)CSCC(=O)N1Cc1ccco1 (stereo unspecified)	4	-0.2	.	.	.	13	-7	.	.	.
Cc1cc(C(=O)NC2CCCC2)on1	-1	-0.3	-0.1	-15	.	-2	-7	-3	1	103
Brc1ccc2oc3c(N4CCOCC4)ncnc3c2c1	7	0.9	-2.4	-10	2	8	-9	0	-1	103
COc1cccc(NC(=O)COC(=O)c2ccc(F)cc2F)c1	-1	-0.1	-1.2	1	-3	2	-14	3	0	101
Cc1c(OCC(=O)NCCCN2CCOCC2)ccc2c3c(c(=O)oc12)CCC3	3	0.0	-0.4	3	-4	-5	-14	-12	0	93
Fc1ccccc1/C=N/NC(=S)Nc1ccc(Cl)cc1Cl	-1	0.1	-1.8	-7	5	0	-3	1	8	98
CCCCC(=O)N(C)c1c(C)nc2ccc(C(=O)N3CCNC(=O)C3)cn12	3	-0.3	1.4	5	17	4	-12	-3	1	96

Whole records from above. Screens in order: HTR2A ag, aDG glyco up, hiPSC survival, Cardio protect, Vif imaging, Granule exo inh, CaV13 FRET inh, PDI turbidity, Glyco luc inh, ABCB6 inh MLPCN
Shown for `O=C1CCc2cc(S(=O)(=O)N3CCC(C(=O)NCCC4=CCCCC4)CC3)ccc2N1` → -2, -0.2, 5.1, 6, 19, 5, -25, 5, 0, 97
Shown for `CN(C)c1ccc(S(=O)(=O)NCC(=O)OCC(=O)Nc2cccc(Cl)c2)cc1[N+](=O)[O-]` → -3, -0.2, -1.0, 13, -11, 7, -3, -4, 0, 100

Going on with the list.
SMILES	HTR2A ag	aDG glyco up	hiPSC survival	Cardio protect	Vif imaging	Granule exo inh	CaV13 FRET inh	PDI turbidity	Glyco luc inh	ABCB6 inh MLPCN
CCC(=O)Nc1ccc(-c2nnc(SCC(=O)NCC3CCCO3)n2C)cc1 (stereo unspecified)	6	-0.1	1.3	9	-1	2	-6	-8	1	100
Cc1c(N=C2NC(=O)/C(=C/c3ccc(O)cc3)S2)c(=O)n(-c2ccccc2)n1C	4	-0.5	-1.4	9	1	6	-3	13	0	97
c1ccc(C2Nc3cccc4cccc(c34)N2)cc1	-2	0.2	-0.8	1	-5	10	-2	5	3	97
CC(=O)NC(Cc1cccc(F)c1)C(=O)NC1CCN(C(=O)c2cccc(C)c2)CC1 (stereo unspecified)	1	0.0	-0.6	6	3	12	-4	0	-2	92
Cc1noc(C)c1COc1ccc(C(=O)NNC(=O)c2ccccc2)cc1	6	-0.1	-0.5	0	-11	0	-15	-9	23	99
CC1CCCCN1S(=O)(=O)c1ccc(C(=O)Nc2sccc2C(N)=O)cc1 (stereo unspecified)	3	-0.1	-1.4	0	-13	-2	-5	-4	-1	85
COc1cccc(C(O)Cc2nc3ccccc3n2C)c1OC (stereo unspecified)	-2	0.1	-0.1	-4	-7	-2	-5	3	2	100
C#Cc1ccc([C@@H]2C=C(C(=O)OCC=C)O[C@H](OCC)[C@H]2CCCO)cc1	3	0.6	1.4	12	.	2	-11	-2	-2	100
O=C(NC1CC1)c1ccc(N2CCCCC2)c([N+](=O)[O-])c1	-5	-0.2	-0.3	-1	3	3	-3	12	-2	91
COc1ccc(OCC2CNC(=O)O2)cc1 (stereo unspecified)	1	-0.1	2.6	-3	-12	-4	-3	6	2	101
COC(=O)c1[nH]c2cccc(OC)c2c1NC(=O)CN1CC2(C)CC1CC(C)(C)C2 (stereo unspecified)	-2	3.0	4.0	0	-18	-6	.	2	0	88
CCOC(=O)c1[nH]c2ccc(F)cc2c1NC(=O)C1=COCCO1	0	-0.2	4.2	1	4	-1	-1	6	1	97
Cc1ccc(S(=O)(=O)N(CC(=O)Nc2ccc(Cl)cc2)C(=O)N2CCN(C)CC2)cc1	6	-0.2	0.3	5	-2	-3	-1	-3	1	97
CS(=O)(=O)N(CCC#N)Cc1ccc(/C=C2\C(=O)Nc3ccccc32)o1	0	-0.3	-0.2	4	4	2	-2	3	-11	99
Cc1ccc(Cn2ccc(NC(=O)c3cc(C4CC4)on3)n2)cc1	-4	0.3	0.1	-5	-1	-4	-17	-3	-1	100
CCCCN(CCCC)S(=O)(=O)c1ccc(SCC(=O)OCC)c([N+](=O)[O-])c1	-2	3.7	-2.1	-5	-2	17	-9	-5	0	90
Cc1ccc(OCCc2csc(N)n2)cc1	-5	-0.1	-0.2	-4	9	-6	-6	7	1	104
CN1C(=O)CC(N2CCN(CCN=CC3=C(O)CC(C)(C)CC3=O)CC2)C1=O (stereo unspecified)	-2	0.1	4.2	-4	5	-2	0	-13	0	95
Cc1ccc(N2CCN(/N=C/c3ccccc3)CC2)cc1	-3	0.0	0.0	-4	-4	-1	-4	4	1	102
N#Cc1ccc(N=c2ssnc2Cl)cc1	4&1	-0.1&-0.2	-1.9&1.2	-4&11	5	99*!	.	1&-12	2&4	106&97
Cc1nn(-c2ccccc2)nc1C(=O)NNC(=O)c1cccc2ccccc12	-6	-0.2	-0.1	-4	8	-3	-4	8	2	98
CC(C)(C)n1nc2c(c1NC(=O)Cc1ccc(Cl)cc1)CS(=O)(=O)C2	4	0.5	-0.3	-3	4	-2	-5	2	-1	102
Cc1cc(-c2ccccc2)nc(Oc2cccc(C(F)(F)F)c2)c1S(C)(=O)=O	3	0.0	5.1	-18	6	-2	-4	-13	-1	99
NS(=O)(=O)c1ccc(N=Cc2c(O)c3ccccc3oc2=O)cc1	-1	-0.4	0.8	14	3	1	-4	-6	-1	101
CCn1nc(C)c(CN2CCC(n3nccc3NC(=O)c3ccc4c(c3)OCO4)CC2)c1C	1	0.2	0.4	5	-9	-7	-9	-1	1	105
O=C(/C=C/c1cccc(F)c1)N1CCN(c2ncccn2)CC1	0	-0.1	-0.8	-3	-6	3	-4	-1	0	96
CCOc1cc(OCC)cc(C(=O)N2CCC[C@H]2C(=O)N2CCC[C@H]2C(=O)N[C@@H](C)c2ccccc2)c1	7	0.4	-0.4	.	.	-2	-6	.	.	96
CCC(C)NC(=O)Cn1ccc2cc(S(=O)(=O)N3CCCCCC3)ccc21 (stereo unspecified)	-4	-0.1	-0.1	-3	10	-2	-7	-8	-2	93
Nc1nc2c(ncn2[C@@H]2O[C@H](CNS(=O)(=O)c3cccnc3)[C@@H](O)[C@H]2O)c(=O)[nH]1	3	0.0	1.3	5	15	-2	-6	.	4	102

Screening results deposited in PubChem by several laboratories.
